697 NFkB inh: inhibitors of the PMA/ionomycin-induced NF-kB reporter in 697 B cells; 330,000 tested, 0.33% active; AID 435022; inhibition, % at 4 µM; 697 B-cell NF-kB luciferase reporter, 16 h; in the data active = inhibition above about 35%
UPR CHOP act: activators of apoptotic arm of unfolded protein response (CHOP); CHO-CHOP luciferase reporter, UPR activation, luminescence; percent of tunicamycin response over DMSO baseline; 330,000 tested, 0.34% active; activation, % at 10 µM;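 active = at 10 µM dose, activation of 40% or more, normalized to positive control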;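 note: 100% = tunicamycin at 10 µg/mL and 0% = DMSO alone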
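System: CHO-CHOP luciferase reporter cell line | Buffer or medium: F12 medium containing 10% fetal bovine serum | Doses: One dose, 10 µM in 0.5% DMSO | Times: 6 h compound exposure at 37 °C after overnight seeding | Signal: Luciferase luminescence | Read-out: % activation vs tunicamycin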
tim23-1 inh: growth inhibitors of tim23-1 mutant yeast; S. cerevisiae tim23-1 growth, BacTiter-Glo luminescence, 24 h; inhibition, % at 20 µM; 330,000 tested, 1.3% active; AID 463212;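 active = growth inhibition of the mutant yeast at or above 50%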;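 note: temperature-sensitive mutant grown at 25 °C; plate controls were DMSO-treated mutant yeast for no effect and medium wells lacking yeast for full effect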
TIM10 inh: inhibits growth of TIM10 yeast strain; inhibition, % at 10 µM; 330,000 tested, 1.4% active; AID 463195; S. cerevisiae TIM10 strain growth, BacTiter-Glo luminescence, 24 h;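 active = inhibition of 40% or more at the single tested concentration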;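 note: wild-type TIM10 isogenic control strain grown at permissive 25 °C; 0% = DMSO yeast wells and 100% = minimal medium wells without yeast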
UPR XBP1 act: activators of adaptive arm of unfolded protein response (XBP1); activation, % at 20 µM; 330,000 tested, 0.33% active; CHO-XBP1 luciferase reporter, IRE1-XBP1 UPR activation, luminescence; percent of tunicamycin response, DMSO as zero;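 active = versus positive control, 20 µM dose yields 30% or more activation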;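 note: 100% = tunicamycin at 10 µg/mL and 0% = DMSO only wells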
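assay system = CHO-XBP1 luciferase reporter cells | amount = 1000 cells/well | buffer or medium = F12 plus 10% FBS | compound dosing = single point, 20 µM final compound, 1% DMSO | incubation = 16-18 h cell attachment at 37 °C, then 6 h compound exposure | detection = Steady-Glo luminescence read | controls = tunicamycin 10 µg/mL and vehicle-only wells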
Mdm2-MdmX inh: human Mdm2/MdmX binding inhibition; inhibition, % at 8 µM; O15151+Q00987; 330,000 tested, 3% active; SaOS-2 split-luciferase Mdm2/MdmX complementation, luminescence;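 active = inhibition of at least 50% at 8 µM in the primary screen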
Target sequence (O15151 whole entry, looked up): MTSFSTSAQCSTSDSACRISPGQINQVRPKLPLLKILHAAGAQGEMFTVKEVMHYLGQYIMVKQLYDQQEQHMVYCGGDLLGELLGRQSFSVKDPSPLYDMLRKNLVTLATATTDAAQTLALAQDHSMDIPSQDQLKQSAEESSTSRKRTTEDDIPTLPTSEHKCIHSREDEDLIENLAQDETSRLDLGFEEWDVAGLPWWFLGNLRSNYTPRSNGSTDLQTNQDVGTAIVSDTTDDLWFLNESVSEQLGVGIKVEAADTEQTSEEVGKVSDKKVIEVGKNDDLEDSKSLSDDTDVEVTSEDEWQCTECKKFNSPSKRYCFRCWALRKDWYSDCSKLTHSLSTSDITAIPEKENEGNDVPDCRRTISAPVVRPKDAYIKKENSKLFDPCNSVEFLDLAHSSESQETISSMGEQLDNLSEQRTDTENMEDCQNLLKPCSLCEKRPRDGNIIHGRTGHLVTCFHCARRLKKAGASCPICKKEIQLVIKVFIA
Target sequence (Q00987 whole entry, looked up): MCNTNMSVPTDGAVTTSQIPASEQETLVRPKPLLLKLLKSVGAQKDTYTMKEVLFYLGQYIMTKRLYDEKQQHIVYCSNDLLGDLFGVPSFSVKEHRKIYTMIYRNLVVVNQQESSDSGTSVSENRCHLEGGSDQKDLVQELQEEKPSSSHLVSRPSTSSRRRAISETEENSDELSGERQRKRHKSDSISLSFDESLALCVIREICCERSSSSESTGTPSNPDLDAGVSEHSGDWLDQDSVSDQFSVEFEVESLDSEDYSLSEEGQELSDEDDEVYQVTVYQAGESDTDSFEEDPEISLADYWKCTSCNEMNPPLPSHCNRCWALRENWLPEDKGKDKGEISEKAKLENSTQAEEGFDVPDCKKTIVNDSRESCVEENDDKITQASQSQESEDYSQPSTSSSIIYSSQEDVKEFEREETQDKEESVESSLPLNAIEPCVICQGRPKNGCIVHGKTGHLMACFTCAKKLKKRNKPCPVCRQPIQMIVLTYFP
tim10-1 inh: tim10-1 yeast growth inhibition. S. cerevisiae tim10-1 ts strain growth, BacTiter-Glo, 24 h. inhibition, % at 20 µM. 330,000 tested, 2.2% active. AID 463190;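 active = inhibition of at least 40%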;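 note: mutant grown at 25 °C; 0% = DMSO wells with yeast and 100% = wells holding no yeast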
Jurkat NFkB inh: lowers PMA/ionomycin-induced NF-kB signal in Jurkat cells | PMA/ionomycin-induced NF-kB luciferase reporter, luminescence | inhibition, % at 4 µM | AID 435003 | 330,000 tested, 0.53% active; in the data active = inhibition above about 50%
Active calls of the source: *.

mol	TIM10 inh	tim23-1 inh	UPR XBP1 act	Jurkat NFkB inh	tim10-1 inh	Mdm2-MdmX inh	UPR CHOP act	697 NFkB inh
CC(C)C(OC(=O)Cn1nnc2ccccc21)C(=O)NC1CCCC1 (stereo not drawn)	9	6	0	5	-14	-1	1.1	15
COc1ccccc1N1C(=NC(=O)C2CCCCC2)SC2CS(=O)(=O)CC21 (stereo not drawn)	-1	5	0	-3	9	-8	-1.4	-1
O=C(Nc1ccc(Cl)cc1)OCc1cc(-c2ccccc2Cl)on1	-18	-2	-7	8	-1	26	-0.6	15
CC1CC1C(=O)Nc1nc(-c2cccs2)c(-c2cccs2)s1 (stereo not drawn)	37	42	-3	-1	24	19	2.4	9
CN=C1c2cc3cc(OC)ccc3n2CCN1C	-1	-5	1	-1	4	16	-1.6	20
COc1cc(OC)cc(C(=O)NC(=S)Nc2nc(-c3cc4ccccc4o3)cs2)c1	-19	-10	22	-20	-5	65*	2.4	-4
CCC(CC)C(=O)Nc1c2c(nn1-c1ccc(OC)cc1)CS(=O)(=O)C2	4	6	-2	-1	1	29	0.3	2
Cc1ccc(N2CCN(C(=S)Nc3ccc(Cl)cc3)CC2)cc1	-2	-16	-5	-1	-2	19	0.7	-15
Cc1ccc2nccc(C(=O)N3CCCC(Nc4ccc(F)cc4)C3)c2c1 (stereo not drawn)	16	0	-3	1	-2	-7	2.7	4
CCCCn1nc2cc(C(=O)NCCc3cccs3)ccc2c1OCC	2	24	3	-11	9	-11	1.9	1
CC1CCCC(C)N1c1nnc(NC(=O)c2cc(-c3ccc(Br)cc3)on2)s1 (stereo not drawn)	9	20	0	3	9	-8	0.7	-4
O=C(O)C1C2CCC(O2)C1C(=O)NCc1ccccc1Br (stereo not drawn)	-10	-10	1	7	-1	22	0.9	21
CCCCC(=O)N(Cc1ccc(-c2ccccc2-c2nn[nH]n2)cc1)[C@H](C(=O)O)C(C)C	-1	11	-5	4	2	-5	-0.2	12
O=C(Cc1cccs1)NCc1ccccc1F	5	6	0	-11	8	-5	2.0	11
Cn1nc(C(=O)Nc2ccc(S(=O)(=O)N3CCCC3)cc2)ccc1=O	10	-2	-1	6	10	22	-1.3	11
O=C(NCc1cccnc1)c1cccnc1-c1nc2ccccc2s1	-8	10	-1	-1	4	13	-2.4	16
CC(C)(C)CC(=O)NC(=S)N1CCCCCC1	-5	-12	1	9	20	-15	-0.4	12
O=C(COC(=O)c1ccc(F)cc1F)Nc1ncccn1	2	35	-1	-2	10	-4	0.3	18
CC(C)(Oc1ccc(Cl)cc1)C(=O)N1CCN(C(=O)c2ccco2)CC1	17	19	3	-5	-6	-5	-0.1	21
Oc1cccc2c(NC(=S)Nc3ccc(OC(F)F)cc3)cccc12	35	31	2	-3	31	32	0.2	-15
Cn1cccc1C(=O)OCc1cc(-c2ccco2)on1	-13	1	8	-75	17	-63	3.9	-67
O=C(OCC(=O)N1CCc2ccccc21)[C@@H]1CC(O)CN1S(=O)(=O)c1ccccc1[N+](=O)[O-] (stereo partly drawn)	6	17	-1	-12	-1	2	0.9	17
N#Cc1cc2sc3nc4ccccc4n3c2cc1C#N	-17	-6	-2	-14	13	9	-0.4	19
CCC(C)(C)NC(=O)C(c1ccccc1F)N(Cc1ccco1)C(=O)Cn1nnc2ccccc21 (stereo not drawn)	8	22	4	0	16	15	0.2	13
Cc1ccc(CNC(=O)CN2C(=O)C3(OCCCO3)c3ccccc32)cc1	2	15	-2	4	15	-23	-1.5	13

Quoted at random: 5 compounds from above
mol	TIM10 inh	tim23-1 inh	UPR XBP1 act	Jurkat NFkB inh	tim10-1 inh	Mdm2-MdmX inh	UPR CHOP act	697 NFkB inh
COc1ccccc1N1C(=NC(=O)C2CCCCC2)SC2CS(=O)(=O)CC21 (stereo not drawn)	-1	5	0	-3	9	-8	-1.4	-1
O=C(O)C1C2CCC(O2)C1C(=O)NCc1ccccc1Br (stereo not drawn)	-10	-10	1	7	-1	22	0.9	21
CCC(CC)C(=O)Nc1c2c(nn1-c1ccc(OC)cc1)CS(=O)(=O)C2	4	6	-2	-1	1	29	0.3	2
CC(C)(Oc1ccc(Cl)cc1)C(=O)N1CCN(C(=O)c2ccco2)CC1	17	19	3	-5	-6	-5	-0.1	21
Cc1ccc(CNC(=O)CN2C(=O)C3(OCCCO3)c3ccccc32)cc1	2	15	-2	4	15	-23	-1.5	13

Carrying on.
mol	TIM10 inh	tim23-1 inh	UPR XBP1 act	Jurkat NFkB inh	tim10-1 inh	Mdm2-MdmX inh	UPR CHOP act	697 NFkB inh
CCN(CC)CCN(CC(=O)N(C1CCCCC1)C1CCCCC1)C(=O)c1cccnc1	5	5	-5	4	9	-5	0.9	14
Cc1cccnc1NC(=S)NC(=O)/C=C/c1ccccc1	16	34	2	-14	33	-29	6.2	-19
CCOC(=O)c1ccc(NC(=O)CNC(=O)c2ccco2)cc1	-1	-3	-6	-3	-8	1	0.2	0
CCC1CCCCN1S(=O)(=O)Cc1ccccc1Cl (stereo not drawn)	-1	28	-1	-8	25	-12	0.2	15
CC(C)NC(=O)CSc1nnc(COc2ccccc2Cl)o1	9	24	-5	6	19	21	-0.3	-3
O=C(CSc1c[nH]c2ccccc12)N1CCOCC1	-4	-8	0	10	17	-4	-1.4	15
CCN(C(=O)CCS(=O)(=O)c1ccc(Br)cc1)c1ccc2c(c1)OCO2	-1	3	0	-17	5	-11	-1.5	-16
O=C1CC[C@H](O)CCN1CCSc1ccc(Br)cc1	4	17	0	-16	-3	7	-1.2	-9
CCC1Sc2ccc(S(=O)(=O)CCC(=O)NCc3cccs3)cc2NC1=O (stereo not drawn)	-3	3	-5	34	4	8	-0.2	-7
Cc1cccc(CCNS(=O)(=O)c2ccc(S(=O)(=O)NC3CCCC3)cc2)c1	2	2	-4	-4	3	20	-0.9	-20
COC(C(=O)Nc1cccc(F)c1)c1ccccc1 (stereo not drawn)	-2	20	-4	26	4	25	0.4	9
O=C(COc1ccc2c(c1)CCC2)NCc1ccc(Cl)cc1	16	7	-2	6	27	3	1.2	13
CCC(Sc1nc(-c2ccccc2)c(-c2ccccc2)[nH]1)C(=O)O (stereo not drawn)	13	8	-6	-5	9	8	2.2	10
COC(=O)C(CCCN1C(=O)c2ccccc2C1=O)(NC(C)=O)c1nnn(C)n1 (stereo not drawn)	7	0	-2	-6	6	-24	0.8	7
Cc1ccc(OCCNC(=O)c2ccc(NC(=O)CC3SC(N4CCCC4)=NC3=O)cc2)cc1 (stereo not drawn)	-20	-8	-2	13	0	18	-1.0	26
CCN(CC)C(=O)c1ccccc1NS(=O)(=O)c1ccc(OC)c(C(=O)N2CCOCC2)c1	9	4	-2	4	-8	19	1.8	13
CCOc1ccc2nc(NC(=O)C(NS(=O)(=O)c3cccc4nsnc34)C(C)C)sc2c1 (stereo not drawn)	4	22	0	-11	16	1	1.8	1
O=C(COC(=O)c1cccc(S(=O)(=O)N2CCCCCC2)c1)NCc1ccc(Cl)cc1	1	5	-2	0	2	-6	0.7	4
O=C(NC1CCCC1)C1c2ccccc2C(=O)N1CCCN1CCOCC1 (stereo not drawn)	6	13	-1	7	6	-9	0.7	17
CCC(C)NC(=S)NNC(=O)c1ccncc1 (stereo not drawn)	-6	2	2	-5	15	10	-0.6	-13
O=C1CCCN1CCC1CCN(C2CC(=O)N(c3ccc(Cl)cc3)C2=O)CC1 (stereo not drawn)	32	39	-6	14	36	16	-0.9	-17
COc1ccccc1-c1ccc(=O)n(CC(=O)NCc2cccs2)n1	-9	10	2	-25	6	-13	4.9	-16
O=C(Nc1ccccc1Br)C(=O)N1CCCC1	-2	10	3	-1	9	-23	4.5	-7
COc1cccc(/C=C2\N=C(c3c(-c4ccccc4)noc3C)OC2=O)c1	47*	49	-6	12	40	11	0.5	0
O=C(CCNc1n[nH]c(=O)[nH]c1=O)N/N=C/c1ccccc1Br	6	-2	4	-4	-11	-4	-0.5	-5
CCCCc1ccc(NC(=S)NCc2ccc(OC)cc2)cc1	34	25	7	-8	46*	5	0.5	-9
O=C(COc1ccc(S(=O)(=O)Nc2ccccc2)cc1)NCc1ccncc1	15	-6	-2	13	5	15	-1.3	11
CC(=O)Nc1c(O)nc(SCC(=O)Nc2cccc(C)c2)[nH]c1=O	2	0	-2	-3	-12	25	-2.0	7
Cc1ccc(C)c2[nH]c(=O)c(CCNC(=O)c3ccc(S(=O)(=O)N4CCOCC4)cc3)cc12	2	2	-3	-10	6	-6	-0.2	6
COc1ccccc1S(=O)(=O)NCc1ccc(C(=O)NC2CCC(O)CC2)cc1 (stereo not drawn)	-1	-2	0	-6	-8	1	-1.2	11
CC1CN(S(=O)(=O)c2cccc(C(=O)NCCC3=CCCCC3)c2)CC(C)O1 (stereo not drawn)	8	15	0	-6	18	-7	1.0	-18
Cc1c(C(=O)O)oc2ccc3c(c12)C(O)CC(C)(C)O3 (stereo not drawn)	-10	-11	-6	0	5	19	1.8	5
O=C(CCNS(=O)(=O)c1ccccc1)N1CCC(Cc2ccccc2)CC1	-54	27	-3	3	5	8	0.1	2
COc1ccc(C2=C(c3ccc([N+](=O)[O-])cc3)C(=O)OC2)cc1	17	3	0	8	20	24	1.9	4
O=C1c2ccccc2C(=O)N1Nc1ccc([N+](=O)[O-])cc1[N+](=O)[O-]	6	5	2	12	-2	-5	1.9	5
O=C(O)c1ccc(-n2cccc2/C=C2/SC(=O)N(CC(=O)N3CCCC3)C2=O)cc1	1	11	-2	3	15	6	-0.7	-7
C=CCO/N=C/C1C(=O)CC(C)(C)CC1=O	1	9	3	-8	16	2	-1.2	-3
COc1cccc(CNC(=O)c2ccc(C)c(S(=O)(=O)N3CCCCC3)c2)c1	-8	23	-3	8	10	20	-0.4	-17
COc1ccc(Cl)cc1NC(=O)CN(C)C(=O)c1sc2ccccc2c1Cl	37	43	-4	12	18	54*	-0.6	-3
COC(=O)C1=C(C)NC(=O)CC1c1cc2c(cc1Br)OCO2 (stereo not drawn)	5	11	0	8	22	12	0.3	3
Cc1csc(NC(=O)CSc2ccccc2F)n1	5	9	-3	-18	-4	-48	11	-8
CCOC(=O)C1CCCN(C(=O)COc2ccc(C(=O)c3ccccc3)cc2)C1 (stereo not drawn)	4	29	0	-16	20	-9	0.0	14
CCOC(=O)C1(Cc2cccc(OC)c2)CCCN(C(=O)CCN2CCCO2)C1 (stereo not drawn)	-5	3	1	-91	6	-97	3.0	-71
COCCNC(=O)CSc1ccccc1C(=O)NC1CCSc2ccccc21 (stereo not drawn)	-7	20	4	7	16	21	0.0	-1
O=S(=O)(NCCN1CCOCC1)c1cccc(C(F)(F)F)c1	-6	0	-2	-5	5	15	-0.1	2
O=C(Nc1c(O)c2ccccc2[nH]c1=O)c1ccco1	-22	-42	-1	21	-68	11	-1.3	14
CCCCC1CCC(c2ccc(C(N)=O)cc2)CC1 (stereo not drawn)	0	3	0	2	14	0	-1.4	15
CC1(C)CC(CC(=O)Nc2nccs2)(c2ccccc2)CCO1 (stereo not drawn)	7	8	0	9	3	-4	0.3	1
Cc1ccc(Nc2nnns2)cc1C	24	11	-1	-1	20	18	-1.3	16
CC(=O)NC(O)C(=O)c1ccco1 (stereo not drawn)	1	-5	-6	1	0	24	-1.8	8
CCOC(=O)c1[nH]c2cc(OC)c(OC)cc2c1N	4	-1	2	10	11	19	0.3	0

Bioassay records deposited in PubChem BioAssay by Sanford-Burnham Center for Chemical Genomics.
